Source: PubChem BioAssay
ST2 IL33 inh – inhibitors of human ST2 (IL1RL1) binding to IL-33 | Q01638 | 2.3% of 78,000 active | inhibition, % for hits at 17 µM | AlphaLISA ST2-Fc/biotin-IL-33 interaction, 1 h; in the data active = inhibition above about 30%; inconclusive = mostly about 10% to 28%
Target sequence (Q01638 whole entry, looked up): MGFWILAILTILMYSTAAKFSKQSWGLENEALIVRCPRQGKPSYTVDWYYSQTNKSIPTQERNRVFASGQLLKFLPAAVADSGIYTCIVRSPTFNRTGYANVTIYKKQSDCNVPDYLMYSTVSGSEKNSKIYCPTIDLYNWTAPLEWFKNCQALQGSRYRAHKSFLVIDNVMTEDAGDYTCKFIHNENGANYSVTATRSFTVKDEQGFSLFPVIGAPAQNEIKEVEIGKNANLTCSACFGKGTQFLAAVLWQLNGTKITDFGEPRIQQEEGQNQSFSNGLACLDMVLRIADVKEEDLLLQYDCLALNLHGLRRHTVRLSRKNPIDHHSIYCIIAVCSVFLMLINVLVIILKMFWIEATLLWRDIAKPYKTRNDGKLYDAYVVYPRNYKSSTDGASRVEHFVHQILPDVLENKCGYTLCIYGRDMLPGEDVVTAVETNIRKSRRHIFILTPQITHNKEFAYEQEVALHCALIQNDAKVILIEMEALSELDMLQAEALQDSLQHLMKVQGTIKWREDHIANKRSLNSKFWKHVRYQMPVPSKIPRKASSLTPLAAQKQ
Starred values were filed as active, the others as inactive; i = inactive; ? = inconclusive. A portion of the library; the hit share may differ from the screen's.

SMILES | ST2 IL33 inh
COC(=O)C1C(=O)C2=C(CC1C)NC(C)=C(C(=O)OC(C)C)C2c1ccc(Cl)c(Cl)c1 (stereo unspecified) | i
O=C(CSc1nc2c([nH]c3ccccc32)c(=O)n1-c1cccc(Cl)c1)N1CCOCC1 | 35%*
CCCC(=O)NC(C)C(c1cccs1)N1CCN(C)CC1 (stereo unspecified) | i
Nc1nonc1/C(=N\O)N1CCN(c2ccc(Cl)cc2[N+](=O)[O-])CC1 | i
O=C(NC1CCCC1)C1c2ccccc2C(=O)N1CCc1ccccc1 (stereo unspecified) | i
O=C(NCc1ccco1)c1cc(-c2ccc(Cl)c(Cl)c2)on1 | i
Cc1c(NC(=O)CSc2nc3ccccc3c(=O)n2C)c(=O)n(-c2ccccc2)n1C | i
COc1ccc(Cn2c(CNC(=O)Cc3ccc(F)cc3)nc3cccnc32)cc1 | ?
CC(NC(=O)Cc1nn[nH]n1)C1=CCCCC1 (stereo unspecified) | i
Cn1c(=O)[nH]c(=O)c2c1nc(N1CCCC1)n2CCSc1nc2ccccc2s1 | i
CCOc1cc(C(=O)NCCc2ccc(OC)c(OC)c2)cc(OCC)c1OCC | i
CCOc1ccc(NC(=O)CN2CCCN(Cc3ccc(OC)cc3)S2(=O)=O)cc1 | i
Cc1ccc(Cl)cc1NC(=O)C(C)N(c1ccccc1)S(C)(=O)=O (stereo unspecified) | ?
Cc1cc(C(=O)Nc2ccc3c(c2)OCCO3)co1 | i
CCN(CC)S(=O)(=O)c1ccc(OC)c(NC(=O)Cc2ccc(Br)cc2)c1 | ?
CC(C)c1nccn1CCCNC(=O)c1cnccn1 | ?
CCN(CC)C(=O)C1(S(=O)(=O)c2ccc(Cl)cc2)CC1 | i
COc1nc(OC)nc(-c2ccc(F)c(CO)c2)n1 | i
Cc1cccc(OCC(=O)Nc2c(C)cccc2C)c1 | i
O=c1oc2ccccc2cc1-c1nc2ccc(Cl)cc2c(=O)[nH]1 | i
NC(=O)CCn1c(COc2ccc(Cl)cc2Cl)nc2ccccc21 | i
C=C(C)[C@@H]1CC[C@]2(C(=O)O)CC[C@]3(C)C(CCC4[C@]5(C)C(CC[C@]43C)C(C)(C)[C@@H](O)[C@@H]5C(=O)O)C12 (stereo partly specified) | ?
CC(C)c1ccc(C2Nc3ccccc3NC3=C2C(=O)CC(c2cccs2)C3)cc1 (stereo unspecified) | ?
CC1CCCN(Cc2cccc([N+](=O)[O-])c2)C1 (stereo unspecified) | i
COC(=O)CN1C(=O)C2CCCCN2C(=O)c2ccccc21 (stereo unspecified) | i

In the list so far, these have a nitro group on carbon:
SMILES | ST2 IL33 inh
Nc1nonc1/C(=N\O)N1CCN(c2ccc(Cl)cc2[N+](=O)[O-])CC1 | i
CC1CCCN(Cc2cccc([N+](=O)[O-])c2)C1 (stereo unspecified) | i

Other results follow:
SMILES | ST2 IL33 inh
Cc1cccc(OCC(=O)Nc2cc(Cl)ccc2OCc2cc(=O)n3oc(C)cc3n2)c1 | ?
CCC(=O)Nc1ccccc1-c1ccccc1NC(=O)CC | i
CCOCCCNC(=O)Cc1cn(C)c2ccccc12 | i
O=C(Nc1cccc(Cl)c1)Nc1ccccn1 | i
CC(C)(C)C(=O)Nc1nccs1 | i
CC(C)(C)c1nnc(NC(=O)c2cccc(Br)c2)s1 | ?
C[C@@H]1C(=O)O[C@H]2[C@H]1CC[C@@]1(C)Cc3sc(NS(=O)(=O)c4ccc(F)cc4)nc3[C@@H](C)[C@H]21 | i
Cc1cc(NCCN2CCCC(CO)C2)nc(-c2ccccc2)n1 (stereo unspecified) | i
Cc1ccc(N(CC(=O)Nc2ccccc2F)S(C)(=O)=O)cc1 | i
CCN(CC)C(=O)C1c2cc(OC)c(OC)cc2C(=O)N(C)C1c1ccc(OC)c(OC)c1 (stereo unspecified) | i
CC(C)N1CC[C@@H]2[C@H]1C(=O)NC[C@H](CCC(=O)NCc1ccc(F)cc1)N2C | i
CC(C)(C)c1cc(O)c(O)c(Br)c1 | ?
COc1ccc(N2CCCS2(=O)=O)cc1NC(=O)c1ccccc1Br | i
CC(NS(=O)(=O)c1cccc2cccnc12)c1ccccc1 (stereo unspecified) | i
Cc1cc(C)cc(N2CCN(Cc3ccc(-c4ccn[nH]4)o3)CC2=O)c1 | i
CCOC(=O)C1=C(C)NC(C)=C(C(=O)OC)C1c1cccc([N+](=O)[O-])c1 (stereo unspecified) | ?
COc1ccc2c(c1)CCc1c-2n[nH]c1C(=O)Nc1ccc(S(N)(=O)=O)cc1 | i
CCc1ccc(C2CC(c3ccc(CC)cc3)n3nc(N)nc3N2)cc1 (stereo unspecified) | i
COc1ccccc1C(=O)Nc1cccc(C(=O)O)c1 | i
Nc1ccc2nc(SCC(=O)c3ccccc3)sc2c1 | i
COc1ccc2c(C)cc(SCC(=O)Nc3ccccc3Cl)nc2c1 | i
CC(=O)C1=C(C)OC(N)=C(C#N)C1c1cccc(Cl)c1 (stereo unspecified) | i
COc1ccc(S(=O)(=O)NCCC2=CCCCC2)cc1OC | i
O=C(c1cn(CCC2CCCCC2)nn1)N1CCCC1c1ccccn1 (stereo unspecified) | i
O=C(CN1CCN(Cc2ccccc2Cl)S1(=O)=O)Nc1ccc2c(c1)OCCO2 | i
SMILES | ST2 IL33 inh
Cn1nc(CC2CCN(CC3CCOC3)CC2)n(-c2ccccc2)c1=O (stereo unspecified) | ?
O=C(NCCCN1CCCC1)c1cc(=O)[nH]c2ccc(S(=O)(=O)N3CCCCC3)cc12 | i
C=CCn1c(=O)[nH]c2cc(C(=O)N3CC=C(c4ccccc4)CC3)ccc2c1=O | i
Cc1ccc(CN2CC[C@@H]3[C@H]2C(=O)NC[C@H](CCC(=O)Nc2ccccc2)N3C)cc1 | i
COc1ccc(Cl)cc1NS(=O)(=O)c1cccc2cccnc12 | ?
Cc1ccc(-n2nc3c4nonc4ccc3[n+]2[O-])cc1 | i
CCCCN(CCCC)S(=O)(=O)c1cccc2nonc12 | 31%*
O=C(Cc1cccs1)NCCCc1ccccc1 | i
CCc1ccc(C2CC(c3ccc(OC)cc3)n3ncnc3N2)cc1 (stereo unspecified) | i
O=C(Nc1ccccc1)Nc1ccccc1I | i
CCN(CC)c1ccc2cc(C(N)=O)c(=Nc3ccc(C)cc3)oc2c1 | i
Cc1ccc(Cl)cc1NC1=NC2CS(=O)(=O)CC2S1 (stereo unspecified) | i
CN(Cc1ccccc1)C(=O)c1cc(-c2ccc(Cl)cc2)on1 | i
O=C1N/C(=C\c2ccccc2Cl)C(=O)N1Cc1ccc(Cl)cc1 | i
COc1cccc(-n2cc(CN(C)Cc3cccc4nonc34)cn2)c1 | ?
COc1ccc(C2CCN(Cc3ccc(Sc4nncn4C)o3)c3ccccc3S2)cc1C (stereo unspecified) | 31%*
Cc1ccc(C(=O)N2CCC(C(Cc3ccc(F)cc3F)N(C)C(=O)c3cccnc3)CC2)cc1C (stereo unspecified) | i
CCc1nccn1S(=O)(=O)c1cc(Br)ccc1OC | ?
Cc1ccc([N+](=O)[O-])cc1NC(=O)c1ccc(Br)cc1 | ?
Cc1cccc(NC(=O)c2cnccn2)c1C | i
COc1ccccc1-c1coc2cc(OCC(=O)OC(C)C)ccc2c1=O | ?
O=Cc1ccccc1OCc1ccc(Br)cc1 | i
CN(C)CCNC(=O)CN1C(=O)CSc2ccc(S(=O)(=O)N3CCCC3)cc21 | i
CCC(=O)Oc1cc2c(C)cc(=O)oc2cc1Cl | i
CCN(CC)c1cc(C)c2cc(NC(=O)Cn3nc([N+](=O)[O-])c(Br)c3C)ccc2n1 | i
SMILES | ST2 IL33 inh
c1ccc(-n2cnnc2)c(N2CCCC2)c1 | i
CCCn1c(OC)nc2c1c(=O)n(C)c(=O)n2C | i
COc1ccc(NC(=O)CSc2nc3c(c(=O)n2-c2ccccc2)SCC3)cc1 | ?
Cc1ccc(-c2noc(-c3ccccc3O)n2)cc1 | i
Cc1[nH]nc(-c2ccc(O)cc2O)c1Oc1ccccc1 | i
COc1ccc(Nc2nnc(Cc3cccnc3)c3ccccc23)c(OC)c1 | i
CCOC(=O)c1c(N)n(-c2cccc(C)c2C)c2nc3ccccc3nc12 | i
Cc1ccc2c(c1)C1C=CCC1C(c1ccccc1Cl)N2 (stereo unspecified) | 33%*
CC(=O)c1ccc(C(=O)Nc2nc3c(s2)CCCC3)cc1 | ?
COc1cc2c(cc1NC(=O)COc1ccc(C)cc1)oc1ccccc12 | ?
O=C(NCC1CCCCO1)c1coc(COc2cccc(C(F)(F)F)c2)n1 (stereo unspecified) | i
CC(C)Cc1ncc2c(n1)CN(c1nccc(N3CCC(O)CC3)n1)C2 | i
CC(=O)Nc1ccc(S(=O)(=O)N2CCCC2C(=O)O)cc1 (stereo unspecified) | i
O=[N+]([O-])c1ccc(N2CCN(c3ccccc3)CC2)c2ncccc12 | 32%*
CCOC(=O)C1(CCCc2ccccc2)CCCN(C(=O)CN2CCOC2=O)C1 (stereo unspecified) | i
OC(C#CCN1CCOCC1)(c1ccccc1)c1cccc(F)c1 (stereo unspecified) | i
CC(=O)Nc1sc2c(c1C(=O)Nc1ccccc1C)CCCC2 | i
CC(=O)N(c1ccc2oc3c(c2c1)CCCC3)S(=O)(=O)c1ccc(C)c([N+](=O)[O-])c1 | ?
Cc1nccc(-c2ccc(-c3ccc4c(c3)OCO4)cc2)c1-c1nn[nH]n1 | i
COc1ccc(CN2CCCN(CC(=O)Nc3ccc(C)cc3Cl)S2(=O)=O)cc1 | i
CC(NC(=O)Cc1cccs1)C(c1cccs1)N1CCOCC1 (stereo unspecified) | i
CCOC(=O)N1CCN(C(=O)c2cn(C(c3ccccc3)c3ccccc3)nn2)CC1 | i
COc1ccc(NC(=O)N2CCCC(CNC(=O)c3cccs3)C2)c(C)c1 (stereo unspecified) | i
CC(C)(C)c1ccc(S(=O)(=O)N=C2C=CC(=O)c3ccccc32)cc1 | 44%*
CCC/C=C/c1ccc(NC2CC2)nn1 | i
SMILES | ST2 IL33 inh
CCOC(=O)N1CCC(NC(=O)c2cc(COc3ccccc3SC)on2)CC1 | i
CC(C)c1nccn1CCCNC(=O)c1ccc(-c2ccc(N)nc2)nc1 | ?
CCC1CN(Cc2ccc(CN(C)S(C)(=O)=O)o2)CCN1C(C)C (stereo unspecified) | ?
COc1ccc2nc(N=Cc3nc(-c4ccc(Cl)cc4)oc3O)sc2c1 | ?
O=C(NCCCN1CCOCC1)c1cc(-c2ccc(Cl)cc2)on1 | i
Cc1c(C(=O)N2CCN(C)CC2)oc2ccc(S(=O)(=O)N3CCCC3)cc12 | i
Cc1ccccc1C(=NS(=O)(=O)c1ccccc1)Nc1ccccc1 | i
CN1CCCC2(CC1)CCN(C(=O)CCc1ccccc1F)CC2 | ?
CCOCCCNCc1ccc(OC(C)C)c(OC)c1 | i
CC1(C)CC(=O)c2c(nc3ccccc3c2NCc2ccccc2)C1 | ?
CCN(CC)c1ccc(NC(=O)CCN2C(=O)c3ccccc3C2=O)cc1 | i
CCSCCOC(=O)C1=C(C)NC(=O)NC1c1cc(Br)ccc1OC (stereo unspecified) | i
COc1ccc(C(=O)OCc2nc3ccccc3s2)cc1OC | i
CCCC(=O)N1c2ccccc2-c2nnc(SC)nc2OC1c1ccc2c(c1)OCO2 (stereo unspecified) | ?
O=C(NCc1cccs1)c1cc2n(n1)C(C(F)(F)F)CC(c1ccc(Cl)cc1)N2 (stereo unspecified) | i
CCc1cn[nH]c1C1CCN(c2cc(C(C)C)nc(C(F)(F)F)n2)CC1 | ?
Cc1cc2c(cc1Br)NC(=O)C21C(C#N)=C(N)OC2=C1C(=O)CC(C)C2 (stereo unspecified) | i
NNc1ccc2c(Cl)cc(Cl)c(O)c2n1 | 35%*
CC(c1ccc(-c2cc(C(=O)N3CCN(C)CC3)ccn2)cc1)N1CCCC1 (stereo unspecified) | i
Cc1cccc2[nH]c(C3CCCN3C(=O)C3=NNC(=O)CC3)nc12 (stereo unspecified) | i
CCn1c(CN2CC[C@@H](c3sccc3C)[C@H](O)C2)nc2ccccc21 | ?
COC(=O)C1=C(C)Nc2nc(SCc3ccccc3)[nH]c(=O)c2C1c1ccc(F)cc1 (stereo unspecified) | i
CCOc1ccc(NC(=O)C(C)Sc2nnc(-c3ccc(OC)c(OC)c3)o2)cc1 (stereo unspecified) | i
O=C(NC1CCC(NC(=O)C(Cl)Cl)CC1)C(Cl)Cl (stereo unspecified) | i
CC(=O)Nc1ccc(-c2nc3cc4sc(-c5ccc(NC(C)=O)cc5)nc4cc3s2)cc1 | i
Cn1ccn2ncc(C(=O)N(Cc3ccc4c(c3)OCO4)C3CC3)c12 | i
COc1cc(OC)cc(C(=O)OCCN(C)C2=NS(=O)(=O)c3ccccc32)c1 | ?
O=[N+]([O-])c1cc2c(cc1S(=O)(=O)c1ccc(Cl)cc1)OCO2 | ?
Cc1sc(NC(=O)CCCC(=O)O)c(C#N)c1C | i
CCc1nc(SCC(=O)NCC2(O)C3CC4CC(C3)CC2C4)n[nH]1 (stereo unspecified) | i

Filtered by structure: the entries above with an NH in an aromatic ring
SMILES | ST2 IL33 inh
O=C(CSc1nc2c([nH]c3ccccc32)c(=O)n1-c1cccc(Cl)c1)N1CCOCC1 | 35%*
CC(NC(=O)Cc1nn[nH]n1)C1=CCCCC1 (stereo unspecified) | i
Cn1c(=O)[nH]c(=O)c2c1nc(N1CCCC1)n2CCSc1nc2ccccc2s1 | i
O=c1oc2ccccc2cc1-c1nc2ccc(Cl)cc2c(=O)[nH]1 | i
Cc1cc(C)cc(N2CCN(Cc3ccc(-c4ccn[nH]4)o3)CC2=O)c1 | i
COc1ccc2c(c1)CCc1c-2n[nH]c1C(=O)Nc1ccc(S(N)(=O)=O)cc1 | i
O=C(NCCCN1CCCC1)c1cc(=O)[nH]c2ccc(S(=O)(=O)N3CCCCC3)cc12 | i
C=CCn1c(=O)[nH]c2cc(C(=O)N3CC=C(c4ccccc4)CC3)ccc2c1=O | i
Cc1[nH]nc(-c2ccc(O)cc2O)c1Oc1ccccc1 | i
Cc1nccc(-c2ccc(-c3ccc4c(c3)OCO4)cc2)c1-c1nn[nH]n1 | i
CCc1cn[nH]c1C1CCN(c2cc(C(C)C)nc(C(F)(F)F)n2)CC1 | ?
Cc1cccc2[nH]c(C3CCCN3C(=O)C3=NNC(=O)CC3)nc12 (stereo unspecified) | i
COC(=O)C1=C(C)Nc2nc(SCc3ccccc3)[nH]c(=O)c2C1c1ccc(F)cc1 (stereo unspecified) | i
CCc1nc(SCC(=O)NCC2(O)C3CC4CC(C3)CC2C4)n[nH]1 (stereo unspecified) | i
